# D2 ag – HTS Assay for Allosteric Agonists of the Human D2 Dopamine Receptor: Primary Screen for Agonists; AID 485358, 2010; activation, % at 2 µM; HEK293 T-REx D2 cells, calcium flux agonist mode; 340,000 tested, 0.53% active;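 active means activation over 3 SD above normal in the single-dose calcium agonist read, cut at about 30% in these data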; further: 0% is about no effect
#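 Calcium-flux readout, 1 cycle/sec over 180 s following compound pin transfer, in inducible HEK293 Trex D2 cells (force-coupled); dopamine controls included. Positive calcium responses during this window marked compounds as potential agonists.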
# D1 potentiator – Potentiators of Human D1 Dopamine Receptor: qHTS | D(1A) dopamine receptor (Homo sapiens), P21728 | HEK293 TREx D1 cells, calcium flux, dopamine EC20 potentiation | potentiation, % at 10 µM | 360,000 tested, 0.036% active; in the data active means potentiation above about 30%; further: 0% is about no effect
# Target sequence (P21728 whole entry, looked up): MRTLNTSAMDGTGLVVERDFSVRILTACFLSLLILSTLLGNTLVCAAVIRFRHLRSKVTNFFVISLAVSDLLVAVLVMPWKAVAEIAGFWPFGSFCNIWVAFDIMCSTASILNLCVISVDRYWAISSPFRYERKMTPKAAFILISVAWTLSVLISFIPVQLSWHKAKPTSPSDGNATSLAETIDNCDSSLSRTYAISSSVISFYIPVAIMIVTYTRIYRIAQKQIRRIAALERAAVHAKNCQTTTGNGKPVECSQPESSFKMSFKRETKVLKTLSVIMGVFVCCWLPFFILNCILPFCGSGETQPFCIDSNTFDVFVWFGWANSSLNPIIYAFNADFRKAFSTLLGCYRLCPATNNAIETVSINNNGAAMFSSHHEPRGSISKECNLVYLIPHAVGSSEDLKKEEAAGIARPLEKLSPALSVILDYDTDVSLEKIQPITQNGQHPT
# D2 PAM – HTS Assay for Positive Allosteric Modulators of the Human D2 Dopamine Receptor: Primary Screen for Potentiators; HEK293 T-REx D2, calcium flux, EC20 dopamine potentiation; 340,000 tested, 0.34% active; potentiation, % at 10 µM;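 active means potentiation over 3 SD above the plate norm, cut at about 30% in these data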; further: 0% is about no effect
#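 Using a no-wash calcium dye in inducible, force-coupled HEK293 Trex cells expressing D2, we tracked fluorescence each second for 180 s after compound, then for 180 s after EC20 dopamine to detect augmented signalling.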
# RXFP1 ag – qHTS Assay for Agonists of the Relaxin Receptor RXFP1; Potency, µM (series often up to 57.5 µM), inactives show at the highest dose activation, hits mostly activators; HEK293T-RXFP1 cAMP TR-FRET, 30 min; response scale: percent of porcine relaxin response, buffer zero; 370,000 tested, 0.3% active; active means well fitted activation curve with a large enough effect; inconclusive means small, poorly fitted or top-dose-only effect; further: potency means the concentration at half of the fitted maximal effect; on the % scale 0 is the no-effect control and ±100 the full control effect; nearly all actives have a fitted effect of over 60% in size; many of its hits are not listed in these tables
#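 HEK293 cells stably expressing RXFP1, treated 30 min at 37C with compounds plus PDE4 inhibitor Ro 20174; cAMP measured by HTRF TR-FRET. Normalized to buffer and 29 nM porcine relaxin; EC50 by Hill fit.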
# D2 antag – HTS Assay for Allosteric Antagonists of the Human D2 Dopamine Receptor: Primary Screen for Antagonists | inhibition, % at 10 µM | D(2) dopamine receptor (Homo sapiens), P14416 | 340,000 tested, 2% active | HEK293 TREx D2 cells, calcium flux, dopamine EC80; in the data active means inhibition above about 30%; further: 0% is about no effect
#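 Calcium mobilization kinetics were recorded at 1 s intervals in tetracycline-induced HEK293 T-REx D2 cells, first for 180 s after compound addition and then 180 s after EC80 dopamine.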
# TRHR enhancer – qHTS for Small Molecule Agonists and Allosteric Enhancers of Human TRH Receptor: Primary Screen for Enhancers; Thyrotropin-releasing hormone receptor (Homo sapiens), P34981; TRHR cells, fluo-8 calcium fluorescence, EC20 TRH enhancement; enhancement, % at 2 µM; 360,000 tested, 0.66% active; AID 493056, 2011; in the data active means enhancement above about 30%; further: 0% is about no effect
# Target sequence (P34981 whole entry, looked up): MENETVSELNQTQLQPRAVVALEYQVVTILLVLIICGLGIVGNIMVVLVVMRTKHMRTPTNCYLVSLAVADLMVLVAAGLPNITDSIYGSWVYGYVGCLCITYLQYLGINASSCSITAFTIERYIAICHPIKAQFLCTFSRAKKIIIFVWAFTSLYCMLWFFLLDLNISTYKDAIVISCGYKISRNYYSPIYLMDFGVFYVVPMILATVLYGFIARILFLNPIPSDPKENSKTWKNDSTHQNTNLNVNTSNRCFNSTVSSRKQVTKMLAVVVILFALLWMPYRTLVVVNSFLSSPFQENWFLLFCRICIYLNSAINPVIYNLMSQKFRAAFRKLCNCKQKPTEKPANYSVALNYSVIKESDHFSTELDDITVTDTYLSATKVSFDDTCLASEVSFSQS
#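 TRHR-expressing cells loaded with fluo-8 calcium dye were read kinetically (ex 480/em 530) during compound addition, then stimulated with an EC20 of TRH (10 nM final). Enhancement of the Gq-mediated intracellular calcium response was scored.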
# RXFP1 antag – qHTS Assay for Antagonists of the Relaxin Receptor RXFP1 | Relaxin receptor 1 (Homo sapiens), Q9HBX9 | HEK293-RXFP1, relaxin-stimulated cAMP HTRF, 30 min; active compounds read low | activity change, negative = inhibition, % at 57.5 µM | 350,000 tested, 0.59% active | AID 1259400, 2018;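 active means activity change of -60% or lower, but not beyond a set lower limit; inconclusive means change between -60% and -40%, or beyond the set limit; inactive means change above -40%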; further: on the % scale 0 is the no-effect control and ±100 the full control effect
# D1 agonist – Allosteric Agonists of the Human D1 Dopamine Receptor: qHTS; D(1A) dopamine receptor (Homo sapiens), P21728; HEK293 T-REx D1 cells, calcium flux, agonist mode; activation, % at 2 µM; 360,000 tested, 1% active; in the data active means activation above about 30%; further: 0% is about no effect
#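 Agonism was scored from calcium flux recorded over 180 s (1 read/s) after pintool compound addition, following a 10-cycle baseline. Cells were inducible force-coupled HEK293 TREx D1, plated overnight at 30 C and loaded with no-wash calcium dye.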
# D1 antagonist – Antagonist of Human D 1 Dopamine Receptor: qHTS; HEK293 TREx D1 cells, calcium flux, dopamine EC80; active compounds read low; activity change, negative = inhibition, % at 10 µM; 360,000 tested, 3.2% active; in the data active means activity change below about -30%; further: on the % scale 0 is the no-effect control and ±100 the full control effect
#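 Kinetic fluorescence of a calcium dye serves as the read-out. D1-expressing Hek293 Trex cells, induced overnight at 30 C, are exposed to compound for 180 s before an EC80 dopamine addition, then read 180 s further.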
# * marks the source's active call; other numbers are inactive results; ? = inconclusive; . = no result given; & = joins results of further samples. Not all compounds are listed; the hit share may differ from the screen's.
SMILES,D2 ag,D1 potentiator,D2 PAM,RXFP1 ag,D2 antag,TRHR enhancer,RXFP1 antag,D1 agonist,D1 antagonist
O=C(Cn1c(SCC(=O)N2CCc3ccccc3C2)nc2ccccc21)NC1CCCC1,1.6,-10,0,-0.6%,-11,-17,-3,4,11
NC(=O)NCC(=O)N1CCC(C(O)(c2ccccc2)c2ccccc2)CC1,0.5,-4,14,2.5%,4,-1,-4,3,0
Cc1cccc(Cn2cnc3ccccc32)c1,-2.2,0,-9,-0.4%,6,-4,0,2,2
COc1ccc(NC(=O)CCNS(=O)(=O)c2cccc3nsnc23)cc1,2.2,-5&2,2&18,-1.1%&-1.1%,-3,-1&-1,11&3,1&0,-3&0
CCC(=O)OCC(=O)Nc1ncc(C(F)(F)F)cc1Cl,-0.3,2,-2,0.5%,-17,5,12,2,-23
Cc1nc2sc(C(N)=O)c(N)c2c(C)c1CC(=O)c1ccccc1,-0.8,-2,.,4.0%,-14,1,?,1,2
COc1ccc(NC(=O)C2CCN(c3cc(C)nc(-c4ccccc4)n3)CC2)cc1,-1.6,-6,15,0.2%,-13,1,-2,2,-10
O=C(C1CCN(S(=O)(=O)Cc2ccccc2)CC1)N1CCN(c2ccc(F)cc2)CC1,4.3,-3,0,-0.6%,.,-4,0,-1,-9
O=C(O)c1cccc(S(=O)(=O)NNc2ccccc2C(F)(F)F)c1,0.0,-6,-1,0.5%,9,-1,0,5,-10
O=C1c2ccc3c4c(ccc(c24)C(=O)N1c1cccc(O)c1)CC3,0.3,1,6,-2.3%,-13,7,?,2,2
CC/C(=N/O)C(=O)c1ccc(Br)cc1,-0.5,-1,2,-0.6%,18,6,-88*,6,-21
CCn1c(CC(=O)Nc2ccccc2C)nnc1SCC(=O)Nc1nncs1,-0.6,1,3,1.2%,4,3,-8,0,6
CCOc1cc(C2NC(=O)c3ccccc3O2)ccc1OC (stereo not given),0.1,0,2,0.6%,-8,-6,-6,0,5
CC(C)NCC(O)COCCOc1ccc(C(C)(C)C)cc1 (stereo not given),1.2,-3,1,0.4%,8,0,11,12,2
COc1cccc(-c2nc(CS(=O)(=O)CC(=O)Nc3cccc(C)c3C)c(C)o2)c1,-0.7,0,-4,1.4%,-14,2,-6,-2,3
CS(=O)(=O)c1ccccc1-c1nc(-c2cccc(Cl)c2)no1,1.8,-4,15,-0.4%,-8,3,0,0,2
COC(=O)Nc1nnc(Cc2ccc(OC)cc2)s1,.,-1,.,1.7%,.,2,-4,4,-6
Cc1nc(Nc2ccc(S(N)(=O)=O)cc2)oc1C,0.9,-5,49*,0.5%,1,2,7,2,1
Cc1cc(C)nc(NS(=O)(=O)c2ccc(NC(=O)c3snnc3C)cc2)n1,1.2,-2,2,11%,-12,12,-6,6,-3
COc1cccc(N2CCN(c3ccc4nnc(CCC(=O)N5CCN(C)CC5)n4n3)CC2)c1,0.7,-2,0,?,-6,-1,-2,2,-5
Cc1c(C(c2ccc(C(=O)O)cc2)c2c(C)n(C)n(-c3ccccc3)c2=O)c(=O)n(-c2ccccc2)n1C,0.2,0,6,0.2%,-11,4,-15,5,-2
Cc1ccc(NC(=O)NCc2cccn2Cc2ccccc2)c(C)c1,2.0,0,7,-1.1%,.,-4,-12,4,-7
O=C(Nc1ncc(Cc2ccc(SC(F)F)cc2)s1)c1ccc(OC(F)F)cc1,.,-7,-8,7.1%,.,-4,-11,35*,-16
Cc1ccc(N2C(=O)NC(NS(=O)(=O)c3ccc(C)cc3)(C(F)(F)F)C2=O)cc1 (stereo not given),0.4,-2,1,3.3%,-1,0,7,3,6
COC(=O)c1ccc(C(=O)OC)c(NC(=S)N2CCN(c3cccc(Cl)c3)CC2)c1,1.3,-5,-11,3.4%,2,-4,-1,1,3

# By substructure: those above containing a COOH group.
SMILES,D2 ag,D1 potentiator,D2 PAM,RXFP1 ag,D2 antag,TRHR enhancer,RXFP1 antag,D1 agonist,D1 antagonist
O=C(O)c1cccc(S(=O)(=O)NNc2ccccc2C(F)(F)F)c1,0.0,-6,-1,0.5%,9,-1,0,5,-10
Cc1c(C(c2ccc(C(=O)O)cc2)c2c(C)n(C)n(-c3ccccc3)c2=O)c(=O)n(-c2ccccc2)n1C,0.2,0,6,0.2%,-11,4,-15,5,-2

# Continuation:
SMILES,D2 ag,D1 potentiator,D2 PAM,RXFP1 ag,D2 antag,TRHR enhancer,RXFP1 antag,D1 agonist,D1 antagonist
CCNc1nc(C)cc(COC)c1C#N,0.6,-9,-12,0.4%,6,-13,7,1,4
COc1ccc(C(=O)NC(=S)N2CC(C)OC(C)C2)cc1OC (stereo not given),.,-4,.,1.3%,.,2,8,2,-4
C[C@H](NC(=O)C1CCN(S(=O)(=O)c2ccccc2)CC1)C(=O)NCc1cccc(C(F)(F)F)c1,1.0,-1,10,1.8%,8,-2,-3,5,-7
NC(=O)c1coc(-c2ccccc2)n1,0.8,-8,-2,2.5%,-10,3,-1,0,23
CC(=O)/C(N=Nc1ccc2c(c1)OCO2)=C(\C)O,-0.2,-2,12,0.8%,6,4,4,4,0
CC1=C(C(=O)Nc2cccc([N+](=O)[O-])c2)C2(CCC(C)CC2)OC1=O (stereo not given),-0.1,-5,.,0.9%,-3,-8,-23,6,-26
CCOC(=O)N1CCN(Cc2nc3cc(NC(=O)CC)ccc3n2CC)CC1,0.8,0,2,0.0%,3,6,1,2,3
COc1ccc(CCNC(=O)CN(Cc2ccc(Cl)cc2)S(C)(=O)=O)cc1,0.1,-4,-1,-3.6%,8,-4,18,5,-1
CC12CN3CCN(CC(C3)/C1=N\N=C1/C3CN4CCN(C3)CC1(C)C4)C2,1.2,0,1,1.2%,-10,5,-9,1,9
O=C1C(=O)N(C2CCCC2)C(=O)N1Cc1c(F)cccc1Cl,0.3,-2,2,-0.2%,2,-2,13,1,1
Cc1cccc(C(=O)NNC(=O)c2ccccc2)c1,-1.1,-4,4,2.4%,7,0,9,1,-22
CCCNC(=O)CN(c1cccc(F)c1)S(C)(=O)=O,2.7,-3,9,0.1%,3,4,-15,2,-2
COC(=O)c1ccccc1NC(=O)C1CCCN(S(C)(=O)=O)C1 (stereo not given),0.1,1,10,2.6%,4,-3,9,1,-19
COC(=O)c1ccc(CSc2nnc(-c3c[nH]c4ccccc34)n2-c2ccccc2)cc1,-0.7,-6,14,-1.1%,26,-1,-7,3,-15
CCn1cc(C(=O)OCC(=O)Nc2cc(OC)cc(OC)c2)c(=O)c2ccc(C)nc21,-0.5,-1,-2,0.2%,.,-2,.,-1,12
Cc1cc(C)cc(OCC(=O)NNC(=O)CCC(=O)NCc2ccccc2)c1,-1.1,1,1,-0.3%,1,0,14,4,4
Cc1ccc(/C=N/NC(=O)C2CC(=O)N(c3ccccc3)C2)s1 (stereo not given),-0.8,-9,-8,0.5%,-18,-9,-6,0,0
COc1ncnc2c1oc1ccccc12,0.7,0,6,2.7%,-10,4,-13,2,1
N#C/C(=C\Nc1ccc(Cl)cn1)S(=O)(=O)c1ccccn1,0.5,0,-2,-2.0%,0,1,3,0,-1
CCOC(=O)CNC(=O)CSc1ccc2nnc(-c3cccnc3)n2n1,1.0,-8,-3,18µM*,-15,-7,-1,6,10
O=C(CCC(=O)N1CCOc2ccc(Cl)cc21)NCCCN1CCN(c2ccccc2F)CC1,36*,-22,-15,-0.1%,86*,-1,-6,9,-42*
O=C(Nc1ccc2c(c1)OCCO2)N1CCN(Cc2ccccc2)CC1,-1.9,-4,4,2.5%,3,-2,-13,4,1
COc1ccc(C(=O)Nn2cnnc2)cc1OC,0.0,1,-1,-2.4%,-11,-2,13,1,-17
COc1cc(NC(=O)CCc2nnc3ccc(N4CCC5(CC4)OCCO5)nn23)cc(OC)c1,0.0,2,0,-5.1%,7,-5,29,7,6
CC(C)OC(=O)CN1C(=O)C(C)(C)Oc2ccc(C(=O)NC3CC3)cc21,-2.1,-5,8,0.6%,-4,0,-3,4,0
O=C(OCC1COc2ccccc2O1)c1c(F)cccc1F (stereo not given),-0.9,-1,2,1.1%,-7,-17,9,1,0

# Four of the compounds above, field by field.
CC(C)NCC(O)COCCOc1ccc(C(C)(C)C)cc1 (stereo not given)
- D2 ag: 1.2
- D1 potentiator: -3
- D2 PAM: 1
- RXFP1 ag: 0.4%
- D2 antag: 8
- TRHR enhancer: 0
- RXFP1 antag: 11
- D1 agonist: 12
- D1 antagonist: 2
COC(=O)c1ccc(C(=O)OC)c(NC(=S)N2CCN(c3cccc(Cl)c3)CC2)c1
- D2 ag: 1.3
- D1 potentiator: -5
- D2 PAM: -11
- RXFP1 ag: 3.4%
- D2 antag: 2
- TRHR enhancer: -4
- RXFP1 antag: -1
- D1 agonist: 1
- D1 antagonist: 3
COc1ccc(C(=O)NC(=S)N2CC(C)OC(C)C2)cc1OC (stereo not given)
- D2 ag: .
- D1 potentiator: -4
- D2 PAM: .
- RXFP1 ag: 1.3%
- D2 antag: .
- TRHR enhancer: 2
- RXFP1 antag: 8
- D1 agonist: 2
- D1 antagonist: -4
Cc1ccc(NC(=O)NCc2cccn2Cc2ccccc2)c(C)c1
- D2 ag: 2.0
- D1 potentiator: 0
- D2 PAM: 7
- RXFP1 ag: -1.1%
- D2 antag: .
- TRHR enhancer: -4
- RXFP1 antag: -12
- D1 agonist: 4
- D1 antagonist: -7

# Bioassay records as filed in PubChem BioAssay.
